From PubChem
H9c2 TAG inh = triacylglycerol accumulation inhibition | AID 651582 | actives 0.66% (n = 230,000) | H9c2 cells, Nile Red lipid (TAG) fluorescence; cells loaded with 200 µM oleic acid | inhibition, % at 12.5 µM;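 active = pattern-corrected inhibition of lipid staining of at least 50% with the nuclear-stain viability signal not falling by more than 50%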;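 also: 0% = DMSO wells and 100% = triacsin C control wells; some results filed as inactive read as strong as hits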
H9c2 TAG inh DAPI viability = further read-out of H9c2 TAG inh, marked with its call; DAPI nuclei signal change (viability), lower = more cytotoxic, %;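 whole-well DAPI fluorescence read on a plate reader as a viability signal; minus 50 percent equals half of cells still viable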
* hit, by the source's call; i = inactive. The list is partial; rates above refer to the full screens.

Start of the data: the first 4 compounds (preview)
SMILES	H9c2 TAG inh	H9c2 TAG inh DAPI viability
Clc1ccc(-c2nnc(C3CC3)o2)cc1	11	3
CC(C)[C@H](NC(=O)c1ccccc1F)C(=O)NC1CCCCC1	2	-3
CCNC(=O)c1ccc(OCC(=O)Nc2ccc(F)cc2)c(OC)c1	3	-1
CCc1nnc(NC(=O)CN2CCN(CC)CC2)s1	0	3

Main list, previewed entries included:
SMILES	H9c2 TAG inh	H9c2 TAG inh DAPI viability
Clc1ccc(-c2nnc(C3CC3)o2)cc1	11	3
CC(C)[C@H](NC(=O)c1ccccc1F)C(=O)NC1CCCCC1	2	-3
CCNC(=O)c1ccc(OCC(=O)Nc2ccc(F)cc2)c(OC)c1	3	-1
CCc1nnc(NC(=O)CN2CCN(CC)CC2)s1	0	3
O=C(NC1CCCCC1)NC1CC2CCCC(C1)N2C1CCCC1 (configuration not stated)	12	-6
COC(=O)c1cn(C(=O)OC)c2ccccc12	3	2
CN(C)CCOc1ccccc1C(C)(C)C	-4	0
Cc1nnc(NC(=O)Nc2cccc(Cl)c2)s1	1	1
COc1ccc(-n2c(Cc3cc(=O)[nH]c(=O)[nH]3)nnc2SCc2ccccc2)cc1	-2	-9
COc1ccc(CNC(=O)CC(C)CC2=NS(=O)(=O)c3ccccc3N2)cc1 (configuration not stated)	0	1
CC(C)(C)C(=O)O/N=C1/C(=O)N(c2ccccc2)c2ccccc21	-14	6
O=C(CCNC(=O)c1ccc(Br)cc1)NCc1ccco1	13	-1
CCCC(=O)n1nc(-c2ccco2)nc1N	8	9
CC(=O)Nc1ccc(C(=O)CSc2nnc(-c3ccccc3F)n2CCc2ccccc2)cc1	-14	1
Cc1c(C(=O)N2CCCC(C)(C(=O)NS(=O)(=O)C3CC3)C2)oc2ccccc12 (configuration not stated)	3	-4
COc1ccc(CNC(=O)c2csc(Cc3ccc(OC)cc3)n2)cc1	-7	1
C=CCn1c(SCC(=O)Nc2ccc3c(c2)OCCO3)nc2cc(C(=O)O)ccc2c1=O	3	i
CC(=O)c1ccc(N2C(=O)CC(N3CCN(S(=O)(=O)c4cc(C)ccc4C)CC3)C2=O)cc1 (configuration not stated)	-5	3
COC(=O)c1cc(NS(=O)(=O)c2cccs2)cc(NS(=O)(=O)c2cccs2)c1	3	2
CC(OC(=O)COc1ccc(C#N)cc1)C(=O)c1ccccc1 (configuration not stated)	7	-6
COc1ccc(CNC(=O)O[C@H]2CN(C(=O)OC(C)C)N(C(=O)OC(C)C)[C@@H]3CN(S(=O)(=O)c4ccc(C)cc4)C[C@]23O)cc1OC	3	-5
NC(=O)[C@@H]1CCCNc2c(F)cc([N+](=O)[O-])cc2C(=O)N[C@@H](CCC(=O)O)C(=O)N[C@@H](CO)C(=O)N1	4	7
COc1ccc(CC2NCCC3=CC(=O)CCC32)cc1O (configuration not stated)	-4	0
NC(CCc1ccccc1)c1csc(Nc2nncc3ccccc23)n1 (configuration not stated)	23	12
Cc1nc2ccccn2c1C(=O)NNC(=S)Nc1ccccc1	6	-5
CC(C(=O)Nc1cccnc1)n1cc([N+](=O)[O-])cn1 (configuration not stated)	0	-4
Cc1ccc(C)c(NC(=O)C(c2ccccc2)N2CCOCC2)c1 (configuration not stated)	-6	-13
CCOC(=O)CSc1n[nH]c(-c2ccco2)n1	-2	-1
O=C(NCc1ccccc1Cl)C1CCCN(S(=O)(=O)c2cnc[nH]2)C1 (configuration not stated)	-8	-5
Cn1ccnc1CC(O)(c1ccccc1)c1ccccc1	-4	3
O=C(O)c1ccc(NS(=O)(=O)c2cc(C(=O)O)ccc2Br)cc1	2	0
CC(=O)NC(=S)Nc1ccc(N2CCOCC2)c(S(=O)(=O)Nc2cc(Cl)ccc2Cl)c1	-2	-2
CCN(CC(=O)NC(C)(C)C)C(=O)c1ccc(Br)cc1	-8	-4
Cc1c(NC(=O)c2ccc(NS(=O)(=O)c3ccccc3)cc2)c(=O)n(-c2ccccc2)n1C	-8	5
Cc1c(N=NC2=C(O)CC(C)(C)CC2=O)c(=O)n(-c2ccccc2)n1C	1	-9
Clc1ccc(C2=CSC3=NCCN23)c(Cl)c1	-2	6
C=Cn1ccnc1CC(O)c1ccc(OC)cc1 (configuration not stated)	3	60
COc1ccc(C(=O)NNC(=O)C2CC=CCC2)cc1 (configuration not stated)	21	-11
CCCCCCSc1cccc(-c2nc3ccccn3c2NCc2ccccc2)c1	-33	55
CCn1cc(S(=O)(=O)Nc2ccc(Cl)cc2F)cn1	11	-7
CCc1ccc(Nc2n[n+](-c3ccccc3)c(-c3ccc(C(=O)O)cc3)s2)cc1	-8	9
COc1ccc2[nH]c(=O)c(C(c3nnnn3C3CCCC3)N3CCN(Cc4ccc5c(c4)OCO5)CC3)cc2c1 (configuration not stated)	9	10
Cc1ccc(C)c(-c2nnc(NC(=O)c3ccco3)o2)c1	-4	2
Cc1cc(CC(C)C)n(-c2nc3ccccc3c(=O)n2OCC(N)=O)n1	-7	-2
COc1cccc(CN(C)C(=O)c2csc3c2CCCC3)c1OC	10	-5

Shown in markdown: entries from further up
| compound | H9c2 TAG inh | H9c2 TAG inh DAPI viability |
| --- | --- | --- |
| Cn1ccnc1CC(O)(c1ccccc1)c1ccccc1 | -4 | 3 |
| O=C(O)c1ccc(NS(=O)(=O)c2cc(C(=O)O)ccc2Br)cc1 | 2 | 0 |
| CC(=O)NC(=S)Nc1ccc(N2CCOCC2)c(S(=O)(=O)Nc2cc(Cl)ccc2Cl)c1 | -2 | -2 |
| CCN(CC(=O)NC(C)(C)C)C(=O)c1ccc(Br)cc1 | -8 | -4 |

Next structures.
SMILES	H9c2 TAG inh	H9c2 TAG inh DAPI viability
COc1cc(C(C)=O)ccc1OCC(=O)Nc1ccc(Cl)c(S(=O)(=O)N2CCOCC2)c1	-14	-3
COc1ccc(CCNC(=O)C2CCN(S(=O)(=O)c3ccc(F)cc3)CC2)cc1	-7	-3
Cc1ccc(S(=O)(=O)N2C[C@]3(O)C[C@@H]4C(=O)N(c5ccccc5)C(=O)[C@@H]4C[C@]3(OC(=O)NCc3ccccc3)C2)cc1	0	-6
Cc1csc2c(=O)sc(NC(=O)c3cccs3)nc12	-9	-4
CC1=C(C(=O)N(C)C)CC(CC(=O)NCc2ccco2)C(=O)N1Cc1ccccc1 (configuration not stated)	-1	6
COc1ccc2c(c1)[nH]c1c(=O)n(CCc3cnc[nH]3)cnc12	-10	3
CC(=O)NC12CC3CC(C1)CC(C(=O)N(C)CC(=O)Nc1ccc(F)c(F)c1F)(C3)C2	4	5
COc1ccc(NS(=O)(=O)c2cc(NC(=O)c3ccc(=O)[nH]c3)ccc2N2CCOCC2)cc1	8	0
O=C(CSc1nnc(C2CC2)n1-c1ccccc1)NCCc1ccccc1	5	-6
COc1ccc(OCCCC(=O)OC(C)C(=O)Nc2ccccc2[N+](=O)[O-])cc1 (configuration not stated)	-16	1
O=C(CN1CCC(NC(=O)C2CCCCC2)CC1)Nc1ccccc1	4	0
COC(=O)c1oc2ccc(Br)cc2c1NC(=O)CN1CCN(C)CC1	22	-21
Cc1ccc(NC(=O)c2sc3nc4c(c(-c5ccco5)c3c2N)CCC4)cc1	29	-7
O=C(N/N=C\c1ccc(CN(Cc2ccc(Cl)cc2)S(=O)(=O)c2ccccc2)o1)C(=O)Nc1ccc(F)cc1	17	-10
Cc1cc2cc(C)c(NCCNC(=O)c3ccccc3)nc2cc1C	1	35
COc1cccc(N2CC(C(=O)NCc3n[nH]c(=O)c4ccccc34)CC2=O)c1 (configuration not stated)	-2	7
COc1ccc(Nc2ccc3ccccc3c2)cc1	9	9
COCCCN1C(=O)C(CC(=O)NC(c2ccccc2)c2ccccc2)CC(C(=O)N2CCOCC2)=C1C (configuration not stated)	17	0
CCCCOc1ccc(Cc2c(O)nc(SC)[nH]c2=O)cc1	5	-12
Cc1cccc(CCNC(=O)C2CCC(=O)N(Cc3ccc(Cl)cc3)C2)n1 (configuration not stated)	5	-4
COC(=O)/C=C1\NC(=O)C(C)S1 (configuration not stated)	-7	1
O=C(CN1C(=O)c2cccc3cccc1c23)NCC1CCCO1 (configuration not stated)	-7	0
S=C(NCc1cccnc1)Nc1cc(Cl)cc(Cl)c1	-6	5
O=C(CCSCCc1ccccn1)Nc1ccccn1	10	-8
O=C1OCc2ccc(NC(=O)c3c(F)cccc3Cl)cc21	7	1
COC(=O)c1cc(NC(=O)c2ccccc2F)cc(C(=O)OC)c1	-7	12
Cc1ccnc2ccc(-c3nc4ccccc4o3)cc12	8	19
Cc1ccc(N2CCN(CC(O)COc3ccc([N+](=O)[O-])cc3)CC2)cc1 (configuration not stated)	-7	0
CC(C)(C)OC(=O)CNC(=O)c1nc[nH]c1C(=O)N1CCc2ccccc2C1	3	-9
CCCCNC(=O)c1onc(CS(=O)(=O)c2ccccn2)c1C(=O)NCCCC	-9	-1

Complete entries, looked up by structure. Order of values: H9c2 TAG inh	H9c2 TAG inh DAPI viability
Entry for COCCCN1C(=O)C(CC(=O)NC(c2ccccc2)c2ccccc2)CC(C(=O)N2CCOCC2)=C1C (configuration not stated) → 17	0
Entry for O=C(CCNC(=O)c1ccc(Br)cc1)NCc1ccco1 → 13	-1
Entry for COc1ccc(-n2c(Cc3cc(=O)[nH]c(=O)[nH]3)nnc2SCc2ccccc2)cc1 → -2	-9

Retrieved by structure from the list above:
SMILES	H9c2 TAG inh	H9c2 TAG inh DAPI viability
Cc1ccnc2ccc(-c3nc4ccccc4o3)cc12	8	19
COc1ccc(Nc2ccc3ccccc3c2)cc1	9	9

The listing continues.
SMILES	H9c2 TAG inh	H9c2 TAG inh DAPI viability
Cc1ccc(CNC(=O)c2ccc(Cn3cc(-c4ccc(C)cc4)nc3-c3ccncc3)cc2)cc1	-24	13
CC(=O)c1sc(-c2cccc(Cl)c2)nc1C	-3	2
CCc1nc(NCC2CCCN2CC)c2nnn(Cc3ccccc3F)c2n1 (configuration not stated)	35	-22
COc1ccc(-c2sc(Nc3ccccc3)n[n+]2-c2ccc(F)cc2)cc1Br	-17	6
O=C(CSCCO)Nc1cccc2ccccc12	5	5
Cc1cccc(OCC(=O)NN2C(=O)C3C4C=CC(O4)C3C2=O)c1 (configuration not stated)	6	-5
COc1cc(C)c(/C=C/C(C)=C/C=C/C(C)=C/C(=O)O)c(C)c1C	7	8
COc1ccc(C(=O)NCCNC(=O)c2cc(OCC(F)(F)F)ccc2OCC(F)(F)F)cc1	-7	6
COc1ccccc1CC(=O)N1CCN(c2cccc(Cl)c2)CC1	-13	9
CSC1=NC(C)N2C(SC)=NC(C)N12 (configuration not stated)	6	-1
CC(=O)N(CCP(=O)(c1ccccc1)c1ccccc1)Cc1ccco1	-16	1
CCOC(=O)C1CCCN(c2c(NCc3ccco3)c(=O)c2=O)C1 (configuration not stated)	8	-10
O=C(N1CCN(CCO)CC1)N1c2ccccc2CCc2ccccc21	5	-10
Cc1ccnc(N(C(=O)c2cccs2)C(=O)c2cccs2)c1	11	-7
NC(=O)Cn1cc(/C=N\NS(=O)(=O)c2ccc(F)cc2)c2ccccc21	24	-12
CCOC(=O)c1ccc(N2C(=O)CC(C)(CC)CC2=O)cc1	-3	4
CNC(=O)c1ccc(CN(C)C(=O)c2cccc(S(=O)(=O)N3CCc4ccccc4C3)c2)cc1	-1	1
C=C1CC(COc2ccc3c(C)c(Cl)c(=O)oc3c2)(c2ccccc2)OC1=O (configuration not stated)	77	-55
CN(CC(=O)NC1CCCCC1)S(=O)(=O)c1ccc(Cl)cc1	2	-14
Cc1nc2sccc2c(=O)n1N	-26	-2
NC(=O)c1ccsc1NC(=O)c1ccc(S(=O)(=O)N2CCCc3ccccc32)cc1	-31	23
CC(Sc1nncs1)C(=O)NCC(=O)Nc1ccc(F)c(F)c1F (configuration not stated)	4	-5
NC(=O)COc1ccccc1C(=O)O	2	-4
CN1CCN(c2ccc(Cl)cc2NC(=O)c2cc(=O)[nH]c3ccccc23)CC1	19	-4
COc1ccccc1-c1nnc(SCC(=O)Nc2ccc(N3CCOCC3)cc2)n1N	6	-10
CC(=O)c1ccc(OCc2cc(C(=O)NC(C)c3cnn(C)c3)no2)cc1 (configuration not stated)	4	4
CCOCC(=O)NCc1ccc2c(c1)cc(C)n2C	6	3
Clc1cnc2nc(SC/C=C/c3ccccc3)[nH]c2c1	-13	-2
CCCCCCCCNC(=S)NCCN1CCCCC1	-2	26
O=C(Cn1cnc2c(cnn2-c2ccc(F)cc2)c1=O)OCc1ccccc1	12	1
O=C(C1CCC1)N(CCc1ccccc1)Cc1nc2ccccc2c(=O)[nH]1	9	-8
COc1ccc([C@@H]2CC=C(C(=O)O)[C@H](c3ccc(C)cc3)N2S(=O)(=O)c2ccc(C)cc2)cc1OC	-5	8
Cc1ccc(/C=N/NC(=O)CNC(=O)c2ccc(S(=O)(=O)N(C)C)cc2)cc1	2	-8
O=C(COC(=O)c1ccc2ccccc2n1)Nc1ccccc1F	-4	2
CC1(C(=O)NS(=O)(=O)c2ccc(Cl)cc2)CCN1C(=O)CCc1ccc(Cl)cc1Cl (configuration not stated)	18	-14
Cn1c(N)c(C(=O)COC(=O)c2cccnc2Cl)c(=O)n(C)c1=O	9	4
Cc1c(S(=O)(=O)Nc2ccc3c(c2)OCCO3)c(=O)n(C)c(=O)n1C	7	-5
Cc1ccc2oc(C(=O)N(Cc3ccncc3)CC3CCCO3)c(C)c2c1 (configuration not stated)	-4	0
CC(=O)Nc1ccc(S(=O)(=O)Nc2nc3n(n2)C(c2ccccc2)CC(=O)N3)cc1 (configuration not stated)	-23	9
CCNC(=O)C1(C)CCCN(C(=O)c2c(C)noc2C)C1 (configuration not stated)	-5	5
CC(C)Oc1ccc(C2NC(=O)NC2=O)cc1 (configuration not stated)	-6	11
CCn1c(C)cc(C(=O)CSc2nnc(C3CC3)n2C2CC2)c1C	-5	1
COc1ccc(NC(=O)CSc2nnnn2C2CCCC2)cc1S(=O)(=O)N1CCOCC1	-10	2
CCOC(=O)C1CCCN(c2c(NCCCN3CCCC(C)C3)c(=O)c2=O)C1 (configuration not stated)	1	5
c1ccc2c(Nc3nc4c(s3)CCCC4)cccc2c1	-5	2
